HTRA1 inh: blocks human HTRA1 serine peptidase. Q92743. recombinant HTRA1, FP-rhodamine activity-based probe, fluorescence polarization. hit rate 0.5% among 340,000. inhibition, % at 5.96 µM; in the data active = inhibition above about 36%;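 note: 0% = enzyme with DMSO and 100% = wells lacking enzyme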
SMARCA2 activ: SMARCA2 function activation, primary screen | hit rate 1% among 370,000 | activation, % at 9.1 µM | AID 652017 | MG213 cells, MMTV-luciferase reporter, dexamethasone, overnight; in the data active = activation above about 7.8%;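 note: 0% = vehicle wells and 100% = reference activator wells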
ARFGAP1 inh: rat ARFGAP1 inhibition; AID 651572; hit rate 0.26% among 360,000; Q62848; Arfgap1-stimulated ARF1 GTP hydrolysis, GDP FP detection; inhibition, % at 16.5 µM;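 active = inhibition above a per-plate limit, mean inhibition of low control wells plus 3 SD, cut at about 25% in these data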;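 note: 0% = DMSO wells with enzyme and 100% = wells lacking Arfgap1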
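Material – truncated rat Arfgap1 GAP domain · Buffer or medium – HEPES-based buffer, pH 7.5 · Reagent – human ARF1(Δ1-17)-GTP substrate · Dosing – 16.5 µM single point, 1.26% DMSO · Schedule – GTP hydrolysis reaction 2 h at 25 °C · Technique – GDP detection by fluorescence polarization · Benchmarks – No-Arfgap1 wells (100%) versus DMSO full-reaction wells (0%) · Repeats – single replicate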
ABHD4 inh: inhibitors of mouse ABHD4 | Q8VD66 | purified mABHD4, FP-Rh probe fluorescence polarization | inhibition, % at 8.92 µM | hit rate 0.54% among 370,000;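 active = inhibition exceeding the mean over every tested compound plus 3 SD, cut at about 30% in these data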;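 note: 0% = plate median of compound wells and 100% = S159A mutant with DMSO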
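Doses – 8.92 µM, single dose · Material – wild-type mouse ABHD4 protein · Replication – single well per compound (singlicate) · Measure – percent inhibition of probe binding, normalized to plate controls · Schedule – 45 min compound pre-incubation plus 60 min probe step, 25 °C · Detection – fluorescence polarization with parallel and perpendicular emission, 525/598 nm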
rCAG binder: r(CAG) repeat RNA binding | AID 651821 | inhibition, % at 3 µM | TO-PRO-1 dye displacement fluorescence | hit rate 1.3% among 370,000;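 active = inhibition above the plate cutoff, the mean of all test compounds on that plate plus 3 SD, cut at about 35% in these data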;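 note: 0% = DMSO alone and 100% = 100 µM mitoxantrone as full dye displacement; higher means more dye released from RNA so lower well fluorescence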
PG9 binder: PG9 antibody binding by small molecule; TR-FRET gp120-PG9 antibody binding; inhibition, % at 6.7 µM; hit rate 0.43% among 360,000; AID 624416; in the data active = inhibition above about 8.5%
ASAP1 inh: blocks human ASAP1-stimulated Arf1 GTP hydrolysis | Q9ULH1 | GDP FP detection | inhibition, % at 16.5 µM | hit rate 0.19% among 360,000; in the data active = inhibition above about 25%;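 note: 0% = vehicle with enzyme and substrate and 100% = no enzyme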
Rev-erbA mod: modulates human Rev-erb alpha binding to DNA; hit rate 0.79% among 370,000; activity, % at 10 µM; P20393; Rev-erbα–FITC-DNA binding, fluorescence polarization, 90 min; AID 1259318;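 active = activity above about 14%, limit read from the data; passing the limit was not always enough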;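 note: 0% = DMSO wells with 35 nM protein and 100% = DMSO wells with 750 nM protein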
NPR2 activator: GC-B (human) receptor activation | P20594 | HEK293-GC-B cells, CNP EC30, cGMP TR-FRET; 0% at EC30 CNP, 100% saturating CNP | activation, % at 10 µM | hit rate 0.11% among 370,000;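 active = activation at 10 µM reaching about 35% in either raw or pattern-adjusted values, limit read from the data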
GC-A act: GC-A (human) enzyme activation; P16066; AID 1671463; HEK293 GC-A cells, cGMP TR-FRET, EC30 ANP; 0% at EC30 ANP, 100% saturating ANP; activation, % at 10 µM; hit rate 0.14% among 370,000; in the data active = activation above about 40%
Target sequence (P16066 whole entry, looked up): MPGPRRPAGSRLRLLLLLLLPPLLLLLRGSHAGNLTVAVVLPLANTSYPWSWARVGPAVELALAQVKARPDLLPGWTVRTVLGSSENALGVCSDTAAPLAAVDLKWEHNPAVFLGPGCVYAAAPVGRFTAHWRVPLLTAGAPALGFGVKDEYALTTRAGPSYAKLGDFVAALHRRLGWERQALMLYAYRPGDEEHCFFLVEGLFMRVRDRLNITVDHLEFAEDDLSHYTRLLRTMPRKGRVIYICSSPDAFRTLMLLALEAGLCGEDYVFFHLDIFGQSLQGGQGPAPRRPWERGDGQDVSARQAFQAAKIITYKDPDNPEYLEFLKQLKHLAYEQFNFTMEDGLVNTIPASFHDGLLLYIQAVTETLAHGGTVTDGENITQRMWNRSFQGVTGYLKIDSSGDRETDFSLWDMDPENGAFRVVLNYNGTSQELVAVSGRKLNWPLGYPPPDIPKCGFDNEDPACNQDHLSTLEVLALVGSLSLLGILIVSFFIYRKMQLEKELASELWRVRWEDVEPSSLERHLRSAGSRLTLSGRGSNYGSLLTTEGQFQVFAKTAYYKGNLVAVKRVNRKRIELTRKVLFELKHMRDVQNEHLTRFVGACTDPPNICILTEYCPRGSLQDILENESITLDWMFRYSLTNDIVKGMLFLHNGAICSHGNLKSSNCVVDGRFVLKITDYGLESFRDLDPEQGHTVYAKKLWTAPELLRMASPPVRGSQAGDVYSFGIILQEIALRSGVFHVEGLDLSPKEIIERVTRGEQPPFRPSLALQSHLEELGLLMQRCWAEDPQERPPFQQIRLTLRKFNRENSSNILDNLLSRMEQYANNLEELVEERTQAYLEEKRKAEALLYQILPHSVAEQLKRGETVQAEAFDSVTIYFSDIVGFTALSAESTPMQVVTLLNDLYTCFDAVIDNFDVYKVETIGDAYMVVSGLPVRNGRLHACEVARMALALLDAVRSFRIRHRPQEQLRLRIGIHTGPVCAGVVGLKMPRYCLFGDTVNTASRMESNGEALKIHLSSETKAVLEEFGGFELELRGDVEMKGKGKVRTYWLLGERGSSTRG
Active calls of the source: *; x = no result given.

SMILES	HTRA1 inh	SMARCA2 activ	ARFGAP1 inh	ABHD4 inh	rCAG binder	PG9 binder	ASAP1 inh	Rev-erbA mod	NPR2 activator	GC-A act
O=C(Cn1ncc(Cl)c(Cl)c1=O)N1CCOCC1	x	-11	-2	-1	3	-0.4	0	0	1	5
Cc1ccc(NC2CCCN(C(=O)CCC3=NNC(=O)CC3)C2)cc1C (configuration not stated)	-3	-1	-2	-4	-7	-0.9	0	-2	4	-3
CCNc1nc(NCC)nc(N(C)n2cnnc2)n1	2	0	3	0	-1	-1.2	-4	3	1	2
CC(=O)Nc1ccc(NC(=O)C(C)OC(=O)c2cc(S(=O)(=O)N3CCOCC3)ccc2Cl)cc1 (configuration not stated)	3	-2	0	12	1	-0.5	-1	-7	-3	3
CC(=O)c1cccc(S(=O)(=O)N(CCCO)Cc2cc3ccc(C)cc3[nH]c2=O)c1	-2	-5	3	1	-2	0.2	-4	-1	1	-1
Cc1ccc(N2CCCn3c2cc(C)c(C#N)c3=O)cc1Cl	-1	-6	9	-6	1	1.1	0	-2	2	2
CCOc1cc(C(=O)NCc2nnc(SCC(=O)OC)n2C)cc(OCC)c1OCC	4	4	14	-2	-5	-0.5	-8	4	1	0
CC1CCCCC1NC(=O)C(Cc1ccccc1)NS(=O)(=O)c1cccs1 (configuration not stated)	-11	8.7*	-1	-3	0	-0.9	-5	0	-1	-3
CC(C)CNC(=O)C1C2C=CC(C2)C1C(=O)O (configuration not stated)	1	-1	-1	-3	4	0.5	-3	1	2	1
O=[n+]1c2c(n([O-])c3cc(F)c(N4CCCC4)cc31)CCCC2	-2	1	-1	3	-71	-5.4	-4	1	-2	3
COC(=O)C(Cc1c[nH]c2ccccc12)NC(=O)c1cccc(S(=O)(=O)N2CCCCC2)c1 (configuration not stated)	2	-3	1	-3	4	2.1	1	7	-3	0
CCn1c(SCC(=O)NCCc2ccccc2)nc2c([nH]c3ccccc32)c1=O	3	-2	-5	-4	-2	0.4	2	-1	0	-8
CCOC(=O)C1=C(N)Oc2c(oc(CO)cc2=O)C1c1ccc(Cl)cc1 (configuration not stated)	5	-6	6	-2	-2	-1.1	-21	2	-12	-1
COc1ccc(C2C(=O)c3ccccc3C2=O)c(OC)c1	3	-3	-1	6	2	-4.0	10	2	-5	-3
Cc1ccc2c(c1)CCCO[C@]21O[C@H](CCO)C[C@H](O)[C@H]1O	x	0	-8	1	2	0.1	-3	4	3	-2
c1coc(-c2nc(N=C3N=c4ccccc4=N3)[nH]c2-c2ccco2)c1	32	-3	11	22	39*	-0.9	8	0	5	3
COc1ccc(NC(=O)c2cc(C)nc3ccccc23)c(OC)c1	3	-1	-6	1	-4	0.6	5	2	-6	5
Cc1ccc(N(C)S(=O)(=O)c2cccc(C(=O)Nc3nnc(C4CC4)s3)c2)cc1	-2	0	11	-3	2	1.1	1	-2	1	-6
O=[N+]([O-])c1ccccc1/C=N/NC1=NS(=O)(=O)c2ccccc21	-8	-1	-7	4	5	-1.6	0	4	-5	-1
CN1CCN(c2ccc(CNC(=O)C3Cc4c(-c5cccc(F)c5)ccnc4O3)cc2)CC1 (configuration not stated)	x	-3	10	0	0	-0.3	0	2	7	4
O=C(CSc1nc2nccnc2c(=O)n1Cc1cccs1)Nc1ccccc1F	-1	-1	-5	6	2	-1.6	-10	3	7	5
Cc1cc(C)cc(NC(=S)NC(=O)Cc2ccccc2)c1	-34	-4	4	-8	-2	-2.4	-1	6	-6	1
Cc1ccc(C)c(S(=O)(=O)NCC(=O)NCc2ccco2)c1	7	-1	3	3	1	-1.8	-5	1	1	0
NS(=O)(=O)OCC(Cc1ccccc1)N1C(=O)c2ccccc2C1=O (configuration not stated)	5	2	7	3	-1	-1.6	7	1	-2	0
COc1ccc(N2CCN(C(=O)C3CCCN(S(=O)(=O)c4ccc(C)cc4)C3)CC2)cc1 (configuration not stated)	4	1	-14	-2	0	-0.8	-1	3	2	1

Next entries follow:
SMILES	HTRA1 inh	SMARCA2 activ	ARFGAP1 inh	ABHD4 inh	rCAG binder	PG9 binder	ASAP1 inh	Rev-erbA mod	NPR2 activator	GC-A act
CC(C)OC(=O)/C(=C\C=C\c1ccccc1)NC(=O)c1ccccc1	-16	0	-9	-15	4	-3.2	4	2	-5	-2
O=C(O)c1ccc(Oc2nc3ccccc3s2)cc1	1	-1	-2	-5	1	1.0	11	5	-2	5
CC1(C)OC(c2ccccc2)=C/C(=C\C=N\NC(=O)c2ccncc2)O1	x	-2	8	14	-4	-6.9	-6	4	1	-2
O=C1/C(=C/c2cccnc2)SC(=S)N1CCc1ccccc1	1	8.7*	3	1	0	-2.5	-11	7	-8	-7
Cc1ccccc1CNC(=O)C(=O)NCC1CCCN1S(=O)(=O)c1ccccc1 (configuration not stated)	-6	-1	8	-6	0	1.1	-9	1	-2	2
C=CCn1c(COc2ccc(OC)cc2)nnc1SCn1nnc2ccccc2c1=O	1	0	1	-7	-8	-2.4	2	0	-7	-3
CCCn1c(CC)nc([N+](=O)[O-])c1Sc1ncn[nH]1	2	-1	-9	1	0	1.1	-14	0	-1	1
CC(C)N(CCCNC(=O)C1CCC(CNS(=O)(=O)c2ccccc2)CC1)Cc1ccccc1 (configuration not stated)	-4	-2	5	-6	-12	-1.8	-15	3	5	0
CCCCc1ccc(NC(=O)C(C)CC)cc1 (configuration not stated)	-6	2	2	-2	-6	-1.2	-5	4	6	0
CC(C)COc1ccc(C(=O)OC2CC(C)(C)OCC2CN(C)C)cc1 (configuration not stated)	-2	0	0	0	-10	1.9	-12	0	-6	5
COc1cc(-c2nnc3n2N=C(c2ccccc2)CS3)cc(OC)c1OC	-7	-2	3	0	-5	-0.8	2	2	5	7
Cc1ccc(NC(=O)CC2SC(=NCC3CCCO3)NC2=O)cc1Cl (configuration not stated)	-3	-4	-5	0	5	0.6	-3	7	5	-1
COc1cccc(N2CCN(CC(=O)Nc3ccc(SC(F)F)cc3)CC2)c1	-1	-5	3	-4	-2	-2.0	10	0	0	3
CSc1ccccc1NC(=O)CSc1nnc(CNC(=O)c2ccccc2F)n1C	-2	-5	-1	-5	-6	-0.7	-4	-1	0	-1
O=C(CN1C(=O)COc2ccccc21)NCCCN1CCOCC1	-4	-2	13	2	0	0.7	1	1	2	4
COc1ccc([N+](=O)[O-])cc1NC(=O)N(C)Cc1ccco1	0	-1	16	1	1	-0.8	-21	-1	1	1
Cc1cccn2c(=O)c(/C=N/O)c(N3CCOCC3)nc12	x	0	-6	3	0	1.7	-11	-1	2	-2
CCOC(=O)CN1CC23C=CC(O2)C(C(=O)NCc2cccs2)C3C1=O (configuration not stated)	8	-3	-7	6	-2	1.3	10	1	0	-1
CCN(CC)CCN(CC)Cc1ccccc1Br	-3	6	-7	-3	-2	-1.2	13	-8	0	0
CCOC(=O)C1C(c2cccs2)NC(=O)N(C)C1(O)C(F)(F)F (configuration not stated)	3	-2	-2	-4	0	-2.9	-5	6	1	1
CC(C)CN1C(=O)N(c2ccc(Cl)cc2)C(C)(O)CC1(C)C (configuration not stated)	-1	-3	3	1	-6	0.4	0	1	-3	-2
CCc1c(C)c2c(C)nn(-c3ccccc3)c2[nH]c1=O	-5	3	9	-6	0	-1.1	-2	-3	9	11
Cc1cccc2nc(=S)n(C(=O)c3ccco3)n12	4	8.6*	-9	4	0	-0.9	2	-2	0	0
Cc1sc(NC(=O)c2oc3ccccc3c2C)c(C#N)c1C	-3	x	x	x	x	x	x	226*	-6	9
CCc1c(C)nc(SCC(=O)N2C(C)CCCC2C)[nH]c1=O (configuration not stated)	x	-2	-4	8	-2	-0.3	2	0	4	-2

SMARCA2 activ: entries above that show a hit
Molecule | HTRA1 inh | SMARCA2 activ | ARFGAP1 inh | PG9 binder | ASAP1 inh | Rev-erbA mod | NPR2 activator | GC-A act
CC1CCCCC1NC(=O)C(Cc1ccccc1)NS(=O)(=O)c1cccs1 (configuration not stated) | -11 | 8.7* | -1 | -0.9 | -5 | 0 | -1 | -3
O=C1/C(=C/c2cccnc2)SC(=S)N1CCc1ccccc1 | 1 | 8.7* | 3 | -2.5 | -11 | 7 | -8 | -7
Cc1cccc2nc(=S)n(C(=O)c3ccco3)n12 | 4 | 8.6* | -9 | -0.9 | 2 | -2 | 0 | 0

Back to the main list with the three entries that preceded the break.
SMILES	HTRA1 inh	SMARCA2 activ	ARFGAP1 inh	ABHD4 inh	rCAG binder	PG9 binder	ASAP1 inh	Rev-erbA mod	NPR2 activator	GC-A act
Cc1cccc2nc(=S)n(C(=O)c3ccco3)n12	4	8.6*	-9	4	0	-0.9	2	-2	0	0
Cc1sc(NC(=O)c2oc3ccccc3c2C)c(C#N)c1C	-3	x	x	x	x	x	x	226*	-6	9
CCc1c(C)nc(SCC(=O)N2C(C)CCCC2C)[nH]c1=O (configuration not stated)	x	-2	-4	8	-2	-0.3	2	0	4	-2
COc1ccc(O)c(-c2nc(N)nc(N)n2)c1	4	5	4	-1	-4	0.8	6	-2	-2	2
O=C(CCc1ccccc1)NNC(=O)Nc1ccc(F)c(Cl)c1	4	4	4	-1	3	-0.9	-3	1	-7	0
CCc1cc(C(=O)N2CCN(S(=O)(=O)c3ccccc3F)CC2)sc1C	-2	-1	7	-3	-2	-1.7	9	-7	-3	-3
CCOC(=O)C1=C(C)NC(=S)NC1C (configuration not stated)	-3	-2	-2	-2	1	-2.4	-1	6	1	-1
COc1ccc(NC(=O)c2ccc(N3C(=O)C4CC=C(C)CC4C3=O)cc2)c(OC)c1 (configuration not stated)	-5	-1	3	-2	-4	-0.7	0	-1	6	-3
CN(C(=O)CSc1nnc(Cc2cccc3ccccc23)n1N)C1CCS(=O)(=O)C1 (configuration not stated)	1	-3	-1	0	1	-0.4	1	0	0	-1
C[C@H](O)[C@@H]1C(=O)N2CCc3c([nH]c4ccccc34)[C@@H]2C[C@@H]1N(C)Cc1ccc(Cl)cc1	-11	0	-9	-5	5	-1.3	-8	5	10	13
c1ccc2nc(NN=C3CCCCC3)ccc2c1	-4	0	-11	-1	9	1.1	-8	1	-1	0
Cc1cccc(NC(=O)c2cc(NC(=O)C3CCCCC3C(=O)O)ccc2Cl)n1 (configuration not stated)	6	0	5	4	9	-0.1	3	4	3	0
O=C(O)CSCc1c(F)cccc1Cl	1	-2	3	6	0	2.1	-2	-6	-7	9
COc1ccc(-c2cc3ccc(OC(C)C(=O)O)cc3oc2=O)cc1 (configuration not stated)	-5	0	-15	-5	9	4.0	6	-15	-6	12
COc1ccc(C/C(C)=N/NC(=O)c2ccncc2)cc1	0	-1	2	3	1	0.3	13	5	3	1
COc1ccc(OC)c(/C=N/NC(=O)c2cc[n+](CC(=O)c3ccccc3)cc2)c1	5	-1	-1	-12	8	-2.1	-10	-2	0	3
COc1ccc(C(=O)N(Cc2ccccc2)c2cccc(C)c2)cc1S(=O)(=O)N1CCOCC1	-9	-4	-5	-5	0	-0.7	8	4	-6	-6
CCOC(=O)N1CCC(NC(=O)c2cc(C(=O)Nc3ccc(S(=O)(=O)N4CCOCC4)cc3)ccc2CO)CC1	0	2	-1	2	-5	-0.7	8	-5	7	4
N#Cc1ccccc1COc1ccc(/C=C/C(=O)O)cc1	-3	-7	-5	-4	3	-4.4	-1	-2	-5	-3
COc1ccc(-c2csc(N3CCC(C(N)=O)CC3)n2)cc1	4	1	3	-10	12	1.1	-9	2	-1	1

From PubChem
